LDHA block – LDHA (human) enzyme inhibition; P00338; purified LDHA, NADH/diaphorase-resazurin fluorescence; hits give low values; activity change, % (values are at about 110 or 230 µM); 0.15% of 480,000 active; AID 1347041; in the data active = activity change below about -30%; inconclusive = mostly about -25% to -30%;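 note: plate controls were DMSO wells for no effect and wells without enzyme for full effect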
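Remaining NADH was detected by diaphorase (0.133 mg/mL) converting 37 µM resazurin to fluorescent resorufin, read at 0 and 20 minutes. The preceding 5-minute room-temperature reaction used 2 nM LDHA, 0.2 mM sodium pyruvate and 0.06 mM NADH at pH 7.4.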
The depositor's hits bear a star; u = inconclusive; & = joins results of further samples. Only part of the results is shown; count on the stated rates, not on these rows.

LDHA block | compound
-5.6 | O=C(CNc1ccc(S(=O)(=O)N2CCCC2)cc1)N1CCN(C(=O)c2cccs2)CC1
5.9 | CCOc1cc(C#N)ccc1OC(=O)c1ccccc1
1.6 | O=C(COC(=O)c1cc(Br)c[nH]1)NCc1ccc(F)cc1
-12.3 | C=CCNC(=O)N(CCc1ccccn1)Cc1ccc(F)cc1
-4.4 | N#C/C(=C/c1cccc(O)c1)C(=O)Nc1ccc(N2CCOCC2)cc1
9.3 | CC(OC(=O)c1nn(C)c(=O)c2ccccc12)C(=O)N(Cc1ccccc1)Cc1ccccc1 (configuration not stated)
4.2 | Cc1cc(O)c2c(C)c(CC(=O)NCc3ccco3)c(=O)oc2c1
7.2 | N#Cc1nc(-c2ccc(S(=O)(=O)N3CCCCCC3)cc2)oc1NCc1ccco1
3.0 | CCC(C)Sc1c(C)cnc2c1c(=O)n(C)c(=O)n2C (configuration not stated)
-3.7 | COc1ccc(OC)c(C2CCCN2CC(=O)N(C)c2ccccc2)c1 (configuration not stated)
20.9 | COc1ccccc1-c1nnc(SCC(=O)Nc2ccc(N(C)C)cc2)n1-c1ccccc1
-2.3 | CCc1ccc2oc(C(=O)NCC(c3ccco3)N(C)C)cc(=O)c2c1 (configuration not stated)

A stretch of the results above, for reference:
LDHA block | compound
1.6 | O=C(COC(=O)c1cc(Br)c[nH]1)NCc1ccc(F)cc1
-12.3 | C=CCNC(=O)N(CCc1ccccn1)Cc1ccc(F)cc1
-4.4 | N#C/C(=C/c1cccc(O)c1)C(=O)Nc1ccc(N2CCOCC2)cc1

Further compounds:
LDHA block | compound
0.0 | CCC(=O)N1N=C(c2cc(Cl)ccc2Cl)CC1c1ccc2nccnc2c1 (configuration not stated)
-0.1 | N#Cc1nc(-c2cccc3ccccc23)oc1N1CCN(Cc2ccccc2)CC1
-4.7 | CC(C)=CC1C(C(=O)Nc2ccc(C)cc2C)C1(C)C (configuration not stated)
-22.2 | O=C(COc1ccccc1Cl)N(Cc1ccco1)c1ccccn1
-3.8 | CCOC(=O)c1ccc(-c2ccc3ncnc(NCc4cccs4)c3c2)o1
0.9 | c1ccc2c(NC34CC5CC(CC(C5)C3)C4)nc(N3CCCC3)nc2c1
-5.2 | CCCN(CC#N)CC(=O)NC(C)(C#N)C(C)C (configuration not stated)
2.4 | CCOc1cccc2cc(-c3cc(=O)oc4cc(C)ccc34)oc12
4.3 | CN(C(=O)CCc1nc2ccccc2c(=O)[nH]1)C1CCCC1
8.1 | N#Cc1c(-c2ccc(Cl)cc2)cc(-c2ccc(Br)cc2)c(C#N)c1N
-0.6 | COc1cc(F)ccc1-c1ccc(=O)n(CC(=O)N2CCC(Cc3ccccc3)CC2)n1
3.9 | CCc1nnc(NC(=O)C2(c3ccccc3F)CCCC2)s1

Next part; the last five above are carried over.
LDHA block | compound
2.4 | CCOc1cccc2cc(-c3cc(=O)oc4cc(C)ccc34)oc12
4.3 | CN(C(=O)CCc1nc2ccccc2c(=O)[nH]1)C1CCCC1
8.1 | N#Cc1c(-c2ccc(Cl)cc2)cc(-c2ccc(Br)cc2)c(C#N)c1N
-0.6 | COc1cc(F)ccc1-c1ccc(=O)n(CC(=O)N2CCC(Cc3ccccc3)CC2)n1
3.9 | CCc1nnc(NC(=O)C2(c3ccccc3F)CCCC2)s1
-6.3 | O=C(CC(c1ccc(F)cc1)N1Cc2ccccc2C1=O)NCCc1ccccc1 (configuration not stated)
1.0 | O=C(Cn1nc(C(=O)O)c2ccccc2c1=O)c1ccc(F)cc1
1.5 | CCOc1c(Br)cc(C(=O)Nc2ncccc2C)cc1OC
6.7 | O=S(=O)(NC1CCSc2c(F)cccc21)c1ccc(F)cc1 (configuration not stated)
-2.0 | CCOC(=O)c1ccc(NC(=O)N2CCN(Cc3nc(-c4ccc(C)cc4)oc3C)CC2)cc1
10.7 | CC(OC(=O)c1ccccc1Cc1ccccc1)C(=O)NC(N)=O (configuration not stated)
12.9 | CCc1ccc(OCC(=O)Nc2onc3c2CC(C)CC3)cc1 (configuration not stated)
-3.7 | CC(=O)c1ccc(NC(=O)c2ccc3ccn(C)c3c2)cc1
-14.9 | CC(C)C(Br)C(=O)Nc1cc(Cl)ccc1Cl (configuration not stated)
1.5 | Cc1nc(C(=O)O)c(C(=O)O)nc1C
11.6 | Cc1ccc(S(=O)(=O)NC2CCN(S(C)(=O)=O)CC2)cc1
4.7 | CCCNC(=O)C(C)NC(=O)c1cc(-c2ccccc2)nc2ccccc12 (configuration not stated)

(more compounds)
LDHA block | compound
-1.6 | O=S(=O)(NCc1ccccc1Cn1cccn1)c1c(Cl)cccc1Cl
11.7 | N#Cc1nc(-c2ccco2)oc1N1CCN(CC(=O)Nc2ccccc2-c2ccccc2)CC1
0.3&2.9 | O=c1cc(CN2CCN(c3ccc(F)cc3)CC2)c2cc(Cl)c(O)cc2o1
-1.6 | O=C(O)CCC(=O)N1N=C(c2ccco2)CC1c1ccc2nccnc2c1 (configuration not stated)
1.0 | Cc1ccc(F)cc1S(=O)(=O)N(Cc1cc(CN2CCOCC2)cs1)c1ccc(F)cc1
1.7 | O=C(Cn1nc(-c2ccccc2)ccc1=O)NCc1cccnc1
-4.4 | Cc1cccc(OCC(=O)NC2(C#N)CCCCC2)c1C
-2.1 | CCOC(=O)/C(C#N)=C/c1ccsc1C
10.6 | COc1cccc(C(=O)OCc2ccccc2C#N)c1OC
7.7 | CC(NC(=O)c1cccc2cccnc12)C1CC1 (configuration not stated)
4.2 | Cc1c(C(=O)NCc2nnc3n2CCCCC3)oc2c(F)cccc12
2.5 | Cc1cc(=O)oc2cc(OCC(=O)NCc3ccccn3)c(Cl)cc12

Additional results follow.
LDHA block | compound
8.6 | CCOc1ccc(NC(=O)CSC2=NC3(CCCCC3)Nc3ccccc32)cc1
-4.4 | Nc1nc(COc2ccccc2C(=O)NCc2ccccc2)nc(Nc2ccc(F)cc2)n1
4.3 | Cc1cccc(C(=O)OCC(=O)Nc2ccccc2N2CCCC2=O)c1O
-9.7 | CC(Oc1ccc2ccc(=O)oc2c1)C(=O)NCCc1ccc(F)cc1 (configuration not stated)
-8.9 | CC(C)=CC[N+](C)(C)CC#Cc1ccccc1
-21.0 | Cc1ccccc1-n1c(SCc2nc3ccccc3o2)nnc1N1CCOCC1
-7.1 | Cc1ccc(C(=O)c2ccccc2C(=O)OC/C=C/c2ccccc2)cc1C
-0.8 | CCn1c(COc2ccc(Cl)cc2)nnc1SCc1cc(C)ccc1C
2.2 | COc1ccc(-c2noc(CSc3nnc(C)n3-c3ccccc3)n2)c(OC)c1
-8.3 | CCn1nnnc1SCCS(=O)(=O)c1cc(Cl)ccc1Cl
0.5 | N#Cc1cccc(C(=O)OCc2cc(-c3ccc(Cl)cc3)no2)c1
11.1 | COc1ccc2cc(CN(C)Cc3c(C)noc3C)ccc2c1

Additional structures follow:
LDHA block | compound
6.2 | CC(C)(C)CC(=O)C(C#N)C(=O)NCc1ccccc1 (configuration not stated)
8.4 | CC(C)n1ncc2cc(C(=O)N3CCCCc4ccccc43)cnc21
-0.1 | CC(C)C/C(=N\NC(=O)C1CC1c1ccccc1)c1ccccc1 (configuration not stated)
-6.8 | O=C(Nc1ccc(N2CCOCC2)cc1)c1cccc(Nc2ccnc(-c3cccc(F)c3)n2)c1
-1.3 | CNC(=O)c1ccc(CN(C(=O)Cc2ccc(C)s2)C2CC2)cc1
1.9 | COc1cccc(C2c3c(ncn(-c4ccc(-c5ccccc5)cc4)c3=N)Oc3ccc4ccccc4c32)c1 (configuration not stated)
-8.5 | COc1ccc(Cn2c(C(C)NC(=O)c3ccco3)nc3ccccc32)cc1 (configuration not stated)
12.5 | O=C(Nc1ccc(S(=O)(=O)N2CCCCC2)cc1)C1=NN(c2ccccc2)C(=O)CC1
-0.7 | O=C(Nc1nnc(C2CC2)s1)c1nn(Cc2ccccc2)c(=O)c2ccccc12
5.9 | CN(C)CCOc1cccc(C(=O)/C=C/c2ccc(C(=O)O)cc2)c1
-5.6 | O=C(Cc1ccccc1F)NC1CCN(C2CC2)C1 (configuration not stated)
-5.4 | Cc1cccc(N2CCN(C(=O)C3CCN(S(=O)(=O)c4cn(C)c(C)n4)CC3)CC2)c1C

Continuation.
LDHA block | compound
6.0 | CCC(=O)Nc1ccc(C)cc1-c1nnc(SCC(=O)Nc2ccc(Cl)c(Cl)c2)[nH]c1=O
-1.5 | CNC(=O)CNC(=O)c1cc(Br)ccc1Cl
-2.1 | O=C(CN1CCS(=O)(=O)CC1)N1CCN(c2ccccn2)CC1
6.0 | CCN(CC)CCCNC(=O)C(=O)Nc1ccc2cc[nH]c2c1
1.4 | CC(CCc1ccco1)NC(=O)C1CCN(c2ccc(C(F)(F)F)cn2)CC1 (configuration not stated)
-20.1 | CCCn1c(=O)[nH]c(=O)c2c1nc(-c1ccc(C#N)cc1)n2CCN1CCOCC1
3.3 | Cc1ccc(-c2nc(-c3nc(-c4cccs4)cs3)sc2C)cc1C
9.5 | COCCN1C(=O)C(=O)/C(=C(/O)c2ccc3c(c2)OCCO3)C1c1cccc(O)c1 (configuration not stated)
-6.3 | Cc1c(C)n(Cc2ccncc2)c2ncnc(NCc3ccncc3)c12
-0.1 | Cc1cc(C(=O)Nc2ccc(C)c(I)c2)c(C)o1
4.4 | CCOCc1cc(C(=O)O)ccc1OC
-8.7 | O=C(NC1CCCCCC1)C(Cc1ccccc1)NS(=O)(=O)c1ccc(Br)s1 (configuration not stated)

6 compounds drawn at random from the list so far:
LDHA block | compound
9.5 | COCCN1C(=O)C(=O)/C(=C(/O)c2ccc3c(c2)OCCO3)C1c1cccc(O)c1 (configuration not stated)
-1.5 | CNC(=O)CNC(=O)c1cc(Br)ccc1Cl
-8.7 | O=C(NC1CCCCCC1)C(Cc1ccccc1)NS(=O)(=O)c1ccc(Br)s1 (configuration not stated)
6.0 | CCN(CC)CCCNC(=O)C(=O)Nc1ccc2cc[nH]c2c1
-20.1 | CCCn1c(=O)[nH]c(=O)c2c1nc(-c1ccc(C#N)cc1)n2CCN1CCOCC1
-2.1 | O=C(CN1CCS(=O)(=O)CC1)N1CCN(c2ccccn2)CC1

Other compounds follow.
LDHA block | compound
11.5 | CN(CCOc1ccc(Br)cc1)c1ccc(S(=O)(=O)N2CCOCC2)cn1
-1.8 | CCC(=O)Nc1sc2c(c1C#N)CCC(C)C2 (configuration not stated)
u | Cc1ccc(C)c(C(=O)Nc2ccc(Cl)c(C(F)(F)F)c2)c1
-1.1 | CC(C)NC(=O)NC(=O)CN(C)C1CCCCC1
0.1 | O=C(CSCc1ccccc1Br)Nc1cccc(F)c1
-0.8 | Cc1cc(C)c2nc(-c3ccccn3)cc(C(=O)O)c2c1
4.9 | NC(N)=Nc1nc(-c2ccc3ccccc3c2)cs1
-1.8 | Cc1cc(C(=O)CSc2nnc(C)n2Cc2ccccc2)c(C)n1Cc1ccc(F)cc1
6.7 | CCc1ccc(S(=O)(=O)Nc2cccc(S(=O)(=O)N(CC)CC)c2)cc1
8.2 | COc1ccc(-c2cc3ccc(OS(=O)(=O)c4ccccc4)cc3oc2=O)cc1OC
2.2 | C=CCNC(=O)c1cccc2c(=O)c(C)c(-c3ccccc3)oc12
4.6 | CN(Cc1ccccc1)C(=O)COc1ccc2c(=O)c(-c3ccc(Cl)cc3)coc2c1

(cont.)
LDHA block | compound
7.8 | CCOc1ccc(C(=O)Nc2nc(C)cs2)cc1OCC
0.5 | O=C(Cc1n[nH]c(=O)c2ccccc12)Nc1ccccc1O
-1.6 | S=C(NCc1cccnc1)Nc1ccc(Br)cc1Cl
-4.8 | Cc1cc2c(s1)c1cnn(Cc3ccccc3Br)c(=O)c1n2C
7.9 | CCOc1ccc(C(=O)COC(=O)CCC(=O)c2ccc(Cl)cc2)cc1
-8.6 | CC1CCC(NC(=O)CSCc2coc(-c3ccc(Cl)cc3)n2)CC1 (configuration not stated)
-8.1 | CCCc1cc(=O)[nH]c(-n2nc(C)cc2NC(=O)Cc2ccccc2)n1
-2.1 | COc1cccc(CNC(=O)C2CCN(c3nc4ccccc4o3)CC2)c1
10.4 | CC(C)CCNC(=O)c1cc2n(n1)CC(C)(C(=O)NCCC(C)C)N(C)C2=O (configuration not stated)
0.1 | COc1cc(F)c(S(=O)(=O)Nc2ccccc2-c2n[nH]c(C3CC3)n2)cc1OC
0.4 | O=C(CN1CCN(C(=O)CCNS(=O)(=O)c2ccc3ccccc3c2)CC1)Nc1cccc(F)c1
3.5 | CN(CCCC(=O)OC(C)(C)C)C(=O)/C=C/c1ccc(Cl)cc1

(next part)
LDHA block | compound
-0.4 | COc1ccc2c(C)c(CCC(=O)N3CCCCC3)c(=O)oc2c1C
2.1 | CN(C)C(CNC(=O)C1CCC(C(C)(C)C)CC1)c1ccsc1 (configuration not stated)
-0.1 | CCCN(c1ccc(OCC)cc1)c1nc(C(=O)OCC)nc2ccccc12
2.0 | CCC(C)NC(=O)/C=C/c1ccc(C)cc1 (configuration not stated)
3.4 | O=C(Cc1ccc(N2CCCC2=O)cc1)N1CCN(C(=O)C2CC2)CC1
0.6 | O=C(OCc1cccs1)C1=NN(C2CCS(=O)(=O)C2)C(=O)CC1 (configuration not stated)
9.2 | CCOC(=O)c1cn(CC)nc1S(=O)(=O)N1CCOCC1
8.5 | CC(=O)Nc1ccc(S(=O)(=O)Nc2nc3ccccc3nc2Nc2cccc3ccccc23)cc1
-5.5 | N#Cc1nc(-c2cccc3ccccc23)oc1NCc1ccc(F)cc1
-24.5 | COc1ccc(CC2C(=O)Nc3ccc(Br)cc32)cc1 (configuration not stated)
2.1 | O=C(Nc1ccc(F)c(F)c1F)c1ccc(-c2ccccc2)cc1
-2.4 | CC(C)CNC(=O)NC(=O)C(C)Cl (configuration not stated)

More compounds follow:
LDHA block | compound
-0.7 | Cn1nc(C(=O)NN2C(=O)NC(c3ccccc3)(c3ccccc3)C2=O)c2ccccc2c1=O
1.7 | CCOc1cc(C(=O)O)ccc1OCCOc1ccccc1Cl
11.5 | CSc1ccc(/C=C/C(=O)c2ccc(NC(=O)c3cccc(C)c3)cc2)cc1
-3.9 | O=C(NC1CCCC1)c1nc(-c2cccc3[nH]ccc23)no1
1.3 | O=C(C(c1ccccc1)N1CCN(S(=O)(=O)c2cccs2)CC1)N1CCCCC1 (configuration not stated)
15.6 | Cc1ccc(NC(=O)Cc2c[nH]c3ccccc23)cc1F
0.1 | Fc1ccc(CCNC(=S)NCc2ccccc2)cc1
-4.7 | NCc1cccc(OC(F)F)c1

From PubChem BioAssay
